Compound activity deposited in PubChem BioAssay by several laboratories.
E-sel TNF inh – TNF alpha driven E-selectin expression inhibition; inhibition, % at 2 µM; 120,000 tested, 0.71% active; HUVEC TNFa-induced E-selectin immunofluorescence, high content;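 active = inhibition above the batch mean plus 3 SD, and confirmed as a hit on visual image review, cut at about 43% in these data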;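 also: 0% = TNF-stimulated DMSO wells and 100% = unstimulated control wells; not every result past the cut was called active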
Yeast life ext – extends the lifespan of yeast. S. cerevisiae growth with nicotinamide, OD615; deaD strain in restrictive glucose medium. inhibition of the nicotinamide effect, % at 10 µM. 130,000 tested, 0.68% active. AID 775;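 active = inhibition above a set limit, placed 3 SD over the median of all compounds, cut at about 26% in these data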;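 also: 0% = nicotinamide-treated wells and 100% = cells grown without nicotinamide; some compounds called inactive have numbers as strong as hits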
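Assay system: engineered S. cerevisiae DeaD replicative-lifespan strain, galactose-grown log-phase cells; Buffer or medium: CSMM-D glucose medium, restrictive; Probe or stimulus: nicotinamide 1.5 mM; Compound: single dose 10 µM compound, 0.25% DMSO; Schedule: 4 h preincubation then 48 h treatment at 30 °C; Technique: OD615 measurement.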
NPY-Y2 antag – blocks the human neuropeptide Y Y2 receptor; P49146; NPY-Y2 expressing cells, antagonist mode; inhibition, % at 2.7 µM; 140,000 tested, 0.99% active; in the data active = inhibition above about 17%;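 also: 0% = vehicle with agonist challenge and 100% = reference antagonist with challenge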
Target sequence (P49146 whole entry, looked up): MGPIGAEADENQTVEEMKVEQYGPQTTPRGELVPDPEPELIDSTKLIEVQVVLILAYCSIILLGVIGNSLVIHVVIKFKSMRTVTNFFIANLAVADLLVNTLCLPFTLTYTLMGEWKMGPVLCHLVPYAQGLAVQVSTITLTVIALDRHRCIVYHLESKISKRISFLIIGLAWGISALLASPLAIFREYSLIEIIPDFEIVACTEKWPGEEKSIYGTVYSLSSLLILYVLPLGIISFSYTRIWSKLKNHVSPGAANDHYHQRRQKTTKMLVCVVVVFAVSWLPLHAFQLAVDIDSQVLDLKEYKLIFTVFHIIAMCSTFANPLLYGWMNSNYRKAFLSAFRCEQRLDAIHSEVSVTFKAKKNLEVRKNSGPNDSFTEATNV
Phagocyt inh – blocks phagocytosis by macrophages; J774A.1 macrophage IgG-bead phagocytosis, imaging; inhibition, % at 5 µM; 110,000 tested, 0.07% active; AID 1029;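 active = inhibition above the mean of the plate negative controls plus 5 SD, cut at about 13% in these data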;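 also: phagocytic index as fraction of beads internalized from green versus red external bead signal; plate controls were DMSO negative control for no effect and cytochalasin-D positive control for full effect; some results beyond the cut were filed as inactive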
GALR2 antag – antagonists of human galanin receptor 2 (GALR2) | O43603 | GALR2-expressing cells, antagonist mode | inhibition, % at 4 µM | 140,000 tested, 0.39% active | AID 828; in the data active = inhibition above about 27%;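 also: cells stimulated with galanin 1-16 at roughly its EC80; 0% = agonist challenge control and 100% = basal control without agonist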
Target sequence (O43603 whole entry, looked up): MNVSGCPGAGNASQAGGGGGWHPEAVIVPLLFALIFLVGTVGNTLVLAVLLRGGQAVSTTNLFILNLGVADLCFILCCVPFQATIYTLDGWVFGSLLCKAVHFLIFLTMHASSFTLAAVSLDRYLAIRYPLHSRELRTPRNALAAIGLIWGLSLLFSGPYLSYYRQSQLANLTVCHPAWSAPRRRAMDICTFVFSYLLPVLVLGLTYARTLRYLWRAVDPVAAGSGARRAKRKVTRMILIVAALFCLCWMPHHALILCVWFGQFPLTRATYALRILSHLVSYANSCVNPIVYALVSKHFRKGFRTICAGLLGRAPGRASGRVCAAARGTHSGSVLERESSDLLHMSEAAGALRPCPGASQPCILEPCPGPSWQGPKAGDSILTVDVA
PTEN del growth – PTEN-deleted cell growth suppression. HCT116 PTEN-null viability, CellTiter-Glo, 60 h; active compounds read low. viability, % at 10 µM. 140,000 tested, 1.2% active. AID 827;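 active = viability at or below a set limit, 4 SD under the median of all tested compounds, cut at about 3.7% in these data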;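 also: PTEN knockout HCT116 line with beta catenin targeted HCT116 as companion control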
Measles CPE – protection of cells from measles virus. Measles virus-infected cells, CPE protection, absorbance. protection (pct of control), % at 4 µM. 140,000 tested, 1.5% active; in the data active = protection mostly above about 24%, no sharp cut-off; inactive = mostly below about 26%; also: some compounds called inactive have numbers as strong as hits
bCat KO growth – beta-catenin-lacking colon tumor cell growth suppression. HCT116 beta-catenin knockout viability, CellTiter-Glo, 60 h; active compounds read low. viability, % at 10 µM. 140,000 tested, 1.5% active. AID 818;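 active = viability at or under a set limit, the compound median less 4 SD, cut at about 6% in these data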;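 also: 0% = Hyamine 1622 control at 20 µM and 100% = untreated cell control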
Yeast growth inh – chemicals that inhibit yeast BB579 growth in restrictive medium (lifespan-shortening candidates); S. cerevisiae BB579 growth, OD615, 48 h; AID 804; inhibition, % at 10 µM; 140,000 tested, 0.51% active;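 active = inhibition above a set limit, 3 SD over the mean compound inhibition, cut at about 44% in these data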; also: inactives centre near -24
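Test system: DeaD yeast strain BB579 / Buffer or medium: restrictive glucose-based CSMM-D medium / Doses: single 10 µM dose / Schedule: 4 h cell preincubation, 48 h compound exposure, 30 °C humidified / Technique: culture absorbance at 615 nm / Controls: amphotericin B positive control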
MRP1 act – activators of MRP-1; H69AR cells + doxorubicin, viability rescue, CellTiter-Glo; viability increase, % at 10 µM; 140,000 tested, 0.61% active; AID 799;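 active = viability gain under doxorubicin at or above a set limit, the compound median plus 3 SD, cut at about 4.7% in these data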;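 also: MRP-1 overexpressing cells given doxorubicin 25 µM after compound pretreatment; 18-22 h compound pretreatment then 72 h with doxorubicin before readout; 0% = doxorubicin-only wells and 100% = vehicle-treated cells without doxorubicin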
Numbers without * were called inactive; . = not tested or not shown.

SMILES	E-sel TNF inh	Yeast life ext	NPY-Y2 antag	Phagocyt inh	GALR2 antag	PTEN del growth	Measles CPE	bCat KO growth	Yeast growth inh	MRP1 act
CN(c1cccc(NC(=O)Nc2cccc(Cl)c2)c1)S(C)(=O)=O	-9	-7	-1	-1	2	45	15	36	-20	-2.0
Cc1noc(C)c1C1(O)CCCCCCCCCCC1	.	-3	1	1	-11	98	6	91	-15	-1.4
COc1ccc(CNc2nc3nc(-c4ccccc4)cc(=O)n3[nH]2)cc1OC	-20	-6	1	-2	1	96	5	96	-9	-0.9
CCS(=O)(=O)Nc1ccc2c(c1)N(C(C)=O)c1ccccc1CC2	7	-19	-1	0	8	87	3	83	-36	-5.0
Cc1nnc(N/N=C/c2ccc(O)c([N+](=O)[O-])c2)[nH]c1=O	.	-6	3	.	8	90	11	91	-3	0.0
CCOC(=O)c1sc(NC(=O)CSc2nc(-c3ccco3)cc(C(F)(F)F)n2)c(C#N)c1C	-40	-17	1	.	-7	99	12	108	-49	-1.0
FC(F)(F)c1nnc(-c2ccccc2)nc1Sc1ccccc1	11	10	0	.	16	1.3*	16	1.6*	-71	-3.1
COc1ccccc1-n1c(SCC(=O)N2CCCC2)nc2cccnc21	-7	-8	2	2	12	97	3	102	-26	-2.4
CCSc1nnc(NC(=O)C2CC=CCC2C(=O)O)s1 (centres undefined)	12	0	2	-2	-1	108	51	96	-20	1.6
O=C(Nc1cccc(F)c1)c1ccc(CSc2ccccc2)o1	.	-5	10	-1	-14	66	4	56	-27	-1.4
Cc1oc(-c2ccccc2)nc1C(=O)OCC(=O)NC(=O)NCC(C)C	.	-8	9	-2	1	115	14	101	-74	0.7
O=C(c1cccc(S(=O)(=O)NCCOc2ccccc2)c1)N1CCN(c2ncccn2)CC1	-2	-19	2	-2	-8	81	3	78	-28	-3.0
CCNc1ccc(S(=O)(=O)N(C)C)cc1NCC(=O)Nc1ccccc1F	.	2	0	-3	1	88	10	87	-41	-0.9
O=C1CC(N2CCC(C(=O)N3CCCCC3)CC2)C(=O)N1 (centres undefined)	2	0	3	0	19	101	2	94	-28	-1.4
COc1ccc(-c2nc(CS(=O)(=O)CC(=O)Nc3ccc(Cl)cc3)c(C)o2)cc1	5	-13	-3	0	7	42	31	43	-13	-1.1
CCOCCCNCc1ccc(OC)cc1	9	-3	3	-2	-6	103	12	94	-63	-0.1
COc1ccc(NC(=O)CN(c2ccc(C)cc2)S(C)(=O)=O)c(OC)c1	-10	-8	5	2	1	102	5	105	-16	0.3
CCC(C)(c1nnnn1-c1c(C)cccc1C)N(N=O)c1ccccc1Cl (centres undefined)	25	-6	3	-8	-7	66	5	70	-22	-2.7
COc1cccc(/C=N\NC(=O)c2sc(N)nc2C)c1OC	9	-6	2	-1	-2	100	26	100	-29	2.1
CC(=O)Nc1c(C(=O)N2CCN(c3ccccn3)CC2)cnn1-c1ccc(C)cc1	7	4	4	-3	2	97	2	95	-27	-1.1

3 structures already listed, arranged by SMILES length, ascending:
SMILES	E-sel TNF inh	Yeast life ext	NPY-Y2 antag	Phagocyt inh	GALR2 antag	PTEN del growth	Measles CPE	bCat KO growth	Yeast growth inh	MRP1 act
Cc1oc(-c2ccccc2)nc1C(=O)OCC(=O)NC(=O)NCC(C)C	.	-8	9	-2	1	115	14	101	-74	0.7
CC(=O)Nc1c(C(=O)N2CCN(c3ccccn3)CC2)cnn1-c1ccc(C)cc1	7	4	4	-3	2	97	2	95	-27	-1.1
O=C(c1cccc(S(=O)(=O)NCCOc2ccccc2)c1)N1CCN(c2ncccn2)CC1	-2	-19	2	-2	-8	81	3	78	-28	-3.0

Remaining list, next part.
SMILES	E-sel TNF inh	Yeast life ext	NPY-Y2 antag	Phagocyt inh	GALR2 antag	PTEN del growth	Measles CPE	bCat KO growth	Yeast growth inh	MRP1 act
O=C(CSc1nnc(-c2c[nH]c3ccccc23)o1)c1ccccc1	-29	-7	2	.	-6	89	3	92	-40	-2.2
O=C(CCCn1c(=O)oc2ccccc21)Nc1cccnc1	.	2	3	-1	4	100	3	96	-17	-1.2
CCOC(=O)N1CCC2(CC1)CC(=O)c1c(ccc3oc(C(=O)O)c(C)c13)O2	-2	-7	2	0	6	110	28	100	-45	0.1
[O-][n+]1onc2c1CCc1nnccc1-2	8	-5	-1	1	8	80	26	65	-31	-5.5
CCCNS(=O)(=O)c1ccc(Oc2ncc(C(F)(F)F)cc2Cl)cc1	-1	-14	6	-1	0	101	11	89	-17	-1.4
COC(=O)c1oc2ccc(Br)cc2c1NC(=O)c1ccccc1	0	-10	2	-2	1	75	.	84	-18	-0.8
COc1ccc(OC)c(C=Nc2ccccc2-c2nc3ccccc3[nH]2)c1	17	-6	6	-8	0	79	3	74	-36	-2.4
O=C(Nc1ccc(Nc2ccccc2)cc1)C(Cl)(Cl)Cl	.	-3	-3	10	-2	24	18	19	-24	-2.7
COc1ccc(C(CC(=O)NCc2ccco2)c2ccc(F)cc2)cc1 (centres undefined)	-37	1	7	0	-2	83	4	86	-27	-4.4
N#CCC(=O)N/N=C1\CCCCC1C1CCCCC1 (centres undefined)	-13	-3	2	-4	-4	92	10	90	-15	-0.1
COC(=O)c1ccccc1NC(=O)CSc1ccccn1	-26	-17	2	-2	-5	104	16	102	-41	-0.2
O=[N+]([O-])c1ccc(Oc2ccc(F)cc2Br)c2ccncc12	11	1	-2	-3	1	10	8	8	-25	-6.1
CC(C)OC(=O)CSc1nc2cccnc2n1-c1ccc(F)cc1	8	-1	-2	.	7	92	7	95	-36	-1.7
CCOC(=O)C1CCCN(c2ccc(NC(=O)c3snc4c(=O)[nH]c(C)nc34)cc2)C1 (centres undefined)	26	-7	-1	-1	-1	31	3	36	-18	-4.5
COc1cc(NC(=O)COC(=O)/C=C/c2c(C)nn(-c3ccc(F)cc3)c2Cl)cc(OC)c1	.	3	-1	-9	2	67	10	60	-12	-2.5
COc1ccc(OCC(=O)OCCNC(=O)c2cccnc2)cc1	.	1	2	-8	1	101	4	89	-6	-1.2
CCOC(=O)C1=C(CSc2nc3c(cc2C#N)CN(C)CC3)OC(N)=C(C#N)C1c1ccc(Cl)cc1 (centres undefined)	-3	-7	-1	0	3	90	5	81	-22	-1.6
O=C(NNC(=O)c1ccc2c(c1)OCO2)NC1CCCCC1	45	-17	0	.	-6	91	7	86	-19	-2.5
CCCC1(C(=O)OCC)NC(c2ccc(N(C)C)cc2)C2C(=O)N(c3ccc4c(c3)OCCO4)C(=O)C21 (centres undefined)	13	.	1	.	-6	94	11	96	-24	-1.2
CCOC(=O)c1c(C)[nH]c(C)c1C(=O)CSc1ncccn1	2	-7	3	1	-7	104	6	103	6	0.0
COC(=O)c1sc(=S)n(-c2ccc(Cl)cc2)c1C	0	-17	3	1	-12	106	10	101	-52	1.5
CCC(C)NC(=O)CCCCCn1c(=O)[nH]c2cc(OC)c(OC)cc2c1=O (centres undefined)	.	-21	-1	0	1	94	1	95	-31	-2.9
O=[N+]([O-])c1cc(S(=O)(=O)Nc2ccccc2)ccc1NCc1cccnc1	-33	0	-1	.	7	77	14	86	-24	0.9
C=CCOC(=O)C1=C(C)NC(=O)NC1c1ccc(Cl)cc1 (centres undefined)	.	-3	0	0	1	90	7	81	-32	0.3
O=C(CSc1ncnc2ccccc12)c1ccc2c(c1)OCCO2	-14	-3	3	0	2	58	18	59	-14	-3.5
COc1ccc(C(=O)NCCn2ccc3ccccc32)cc1	3	-10	2	-5	-15	88	17	95	-9	2.1
C=CCSc1nnc(NC(=O)CSc2ccccn2)s1	-5	-8	4	-1	5	99	5	94	-16	-1.0
COc1cccc(C(=O)Nc2nc(-c3ccc(S(=O)(=O)N4CCOCC4)cc3)cs2)c1	26	-2	8	1	10	31	24	23	-92	-0.9
Cc1ccc2nc(NC(=O)c3ccc(OCC4CCCO4)cc3)sc2c1 (centres undefined)	-19	-6	0	-4	-12	22	8	30	-35	0.3
COc1cc(C(=O)N2CCC(NC(=O)C(Cc3ccccc3)NC(C)=O)CC2)cc(OC)c1OC (centres undefined)	-5	-10	-1	0	9	100	6	91	-30	-1.1
CCOC(=O)c1cc2occc2n1CC(=O)NC1CCCCC1C (centres undefined)	-28	-3	11	.	12	83	12	86	-41	-2.6
Cc1[nH]c2ccccc2c1C(Nc1nccs1)c1ccncc1 (centres undefined)	.	-4	1	-7	4	94	10	94	-30	-3.1
CC(=O)Nc1ccc(N2CCCC2)cc1	-13	-11	2	0	6	95	9	98	-42	-1.6
C/C(Cn1cnc([N+](=O)[O-])n1)=N\NC(=O)c1ccncc1	12	1	2	-2	-7	104	7	97	0	-0.9

Of the compounds above, nine have a Cl atom.
SMILES	E-sel TNF inh	Yeast life ext	NPY-Y2 antag	Phagocyt inh	GALR2 antag	PTEN del growth	Measles CPE	bCat KO growth	Yeast growth inh	MRP1 act
CN(c1cccc(NC(=O)Nc2cccc(Cl)c2)c1)S(C)(=O)=O	-9	-7	-1	-1	2	45	15	36	-20	-2.0
COc1ccc(-c2nc(CS(=O)(=O)CC(=O)Nc3ccc(Cl)cc3)c(C)o2)cc1	5	-13	-3	0	7	42	31	43	-13	-1.1
CCC(C)(c1nnnn1-c1c(C)cccc1C)N(N=O)c1ccccc1Cl (centres undefined)	25	-6	3	-8	-7	66	5	70	-22	-2.7
CCCNS(=O)(=O)c1ccc(Oc2ncc(C(F)(F)F)cc2Cl)cc1	-1	-14	6	-1	0	101	11	89	-17	-1.4
O=C(Nc1ccc(Nc2ccccc2)cc1)C(Cl)(Cl)Cl	.	-3	-3	10	-2	24	18	19	-24	-2.7
COc1cc(NC(=O)COC(=O)/C=C/c2c(C)nn(-c3ccc(F)cc3)c2Cl)cc(OC)c1	.	3	-1	-9	2	67	10	60	-12	-2.5
CCOC(=O)C1=C(CSc2nc3c(cc2C#N)CN(C)CC3)OC(N)=C(C#N)C1c1ccc(Cl)cc1 (centres undefined)	-3	-7	-1	0	3	90	5	81	-22	-1.6
COC(=O)c1sc(=S)n(-c2ccc(Cl)cc2)c1C	0	-17	3	1	-12	106	10	101	-52	1.5
C=CCOC(=O)C1=C(C)NC(=O)NC1c1ccc(Cl)cc1 (centres undefined)	.	-3	0	0	1	90	7	81	-32	0.3
